Source: PubChem
USP1-UAF1 inh: Inhibitors of USP1/UAF1: Primary Screen. recombinant USP1/UAF1, Ub-Rhodamine cleavage fluorescence. Potency, µM (highest dose often 57.1 µM), for the others: top-dose activity change, negative = inhibition, hits mostly inhibitors. 390,000 compounds, 0.23% hits. AID 743255, 2014; further: potency means the concentration at half of the fitted maximal effect; on the % scale 0 is the no-effect control and ±100 the full control effect; nearly all actives have a fitted effect of over 60% in size; inactives centre near -12
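Step one: compound is pinned into 1nM USP1/UAF1 in HEPES pH 7.8 buffer with TCEP. Step two: 15 min room-temperature incubation. Step three: Ub-Rho (150nM final) starts cleavage, tracked by fluorescence over six one-minute reads.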
Vif-APOBEC3G blk: qHTS for Inhibitors of Vif-A3G Interactions: qHTS; DNA dC->dU-editing enzyme APOBEC-3G (Homo sapiens), Q9HC16; HeLa A3G-eYFP + Vif (tagged APOBEC3G with the HIV-1 protein that degrades it), YFP fluorescence, overnight; Potency, µM (titrated, usually from 46.1 µM), without a hit: top-dose activity, negative = active, most hits filed as inhibitors; 410,000 compounds, 0.076% hits; AID 602310, 2012;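 further: potency means the concentration at half of the fitted maximal effect; on the % scale 0 is the no-effect control and ±100 the full control effect; nearly all actives have a fitted effect of over 60% in size; hits raise eYFP signal because A3G escapes Vif-driven loss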
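HeLa cells stably expressing Vif and C-terminally eYFP-tagged A3G, seeded overnight at 37 deg C, then exposed to compound by pintool overnight at 37 deg C. Rise in yellow fluorescence (Ex 488/Em 500-530, Acumen) marks blocked Vif-driven A3G degradation.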
LDHA inh: qHTS assay for inhibitors of human lactate dehydrogenase | activity change, % (values are at about 110 or 230 µM) | AID 1347041, 2019 | 480,000 compounds, 0.15% hits | purified LDHA, NADH/diaphorase-resazurin fluorescence; stronger effect = lower value; in the data active means activity change below about -30%; inconclusive means mostly about -25% to -30%;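 further: plate controls were DMSO wells for no effect and wells without enzyme for full effect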
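Enzyme activity of human lactate dehydrogenase 5 (2 nM; 0.06 mM NADH, 0.2 mM pyruvate, 5 min, RT) is measured via a resazurin/diaphorase fluorescence readout of residual NADH.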
TrxR1 substrate: qHTS Assay for Substrates of Mammalian Selenoprotein Thioredoxin Reductase 1 (TrxR1): qHTS. Thioredoxin reductase 1, cytoplasmic (Rattus norvegicus), O89049. purified TrxR1 substrate turnover, NADPH consumption readout. Potency, µM (series often up to 114 µM), inactives show at the highest dose activity change, negative = substrate turnover. 390,000 compounds, 0.01% hits; further: potency means the concentration at half of the fitted maximal effect; on the % scale 0 is the no-effect control and ±100 the full control effect; nearly all actives have a fitted effect of over 50% in size
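Rat TrxR1, dispensed at 90 nM, was prereduced with 400 uM NADPH (final) for 5 min at ~22 deg C, then incubated with compound 15 min before 400 uM selenite. A first-read NADPH fluorescence drop versus no-compound background flagged substrates.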
IDH1 R132H inh: qHTS for Inhibitors of mutant isocitrate dehydrogenase 1 (IDH1): qHTS | Isocitrate dehydrogenase [NADP] cytoplasmic (Homo sapiens), O75874 | IDH1-R132H enzyme, NADPH consumption, diaphorase/resazurin fluorescence | Potency, µM (series often up to 76.6 µM), without a hit: at the highest dose activity change, negative = inhibition, hits mostly inhibitors | 390,000 compounds, 0.093% hits | AID 602179, 2012; further: potency means the concentration at half of the fitted maximal effect; on the % scale 0 is the no-effect control and ±100 the full control effect; nearly all actives have a fitted effect of over 65% in size
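IDH1-R132H (0.5 ug/mL dispensed) in pH 7.5 Tris buffer was preincubated 30 min with compound, then given a substrate mix of 0.016 mM NADPH and 2 mM alpha-KG for 80 min at room temperature; remaining NADPH was read by diaphorase/resazurin fluorescence.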
RXFP1 agonist: qHTS Assay for Agonists of the Relaxin Receptor RXFP1 | HEK293T-RXFP1 cAMP TR-FRET, 30 min; response scale: percent of porcine relaxin response, buffer zero | 370,000 compounds, 0.3% hits | Potency, µM (titrated, usually from 57.5 µM), for the others: top-dose activation, most hits filed as activators | AID 2676, 2010; further: potency means the concentration at half of the fitted maximal effect; on the % scale 0 is the no-effect control and ±100 the full control effect; nearly all actives have a fitted effect of over 60% in size; many of its hits are not listed in these tables
Target sequence (Q9HBX9 whole entry, looked up): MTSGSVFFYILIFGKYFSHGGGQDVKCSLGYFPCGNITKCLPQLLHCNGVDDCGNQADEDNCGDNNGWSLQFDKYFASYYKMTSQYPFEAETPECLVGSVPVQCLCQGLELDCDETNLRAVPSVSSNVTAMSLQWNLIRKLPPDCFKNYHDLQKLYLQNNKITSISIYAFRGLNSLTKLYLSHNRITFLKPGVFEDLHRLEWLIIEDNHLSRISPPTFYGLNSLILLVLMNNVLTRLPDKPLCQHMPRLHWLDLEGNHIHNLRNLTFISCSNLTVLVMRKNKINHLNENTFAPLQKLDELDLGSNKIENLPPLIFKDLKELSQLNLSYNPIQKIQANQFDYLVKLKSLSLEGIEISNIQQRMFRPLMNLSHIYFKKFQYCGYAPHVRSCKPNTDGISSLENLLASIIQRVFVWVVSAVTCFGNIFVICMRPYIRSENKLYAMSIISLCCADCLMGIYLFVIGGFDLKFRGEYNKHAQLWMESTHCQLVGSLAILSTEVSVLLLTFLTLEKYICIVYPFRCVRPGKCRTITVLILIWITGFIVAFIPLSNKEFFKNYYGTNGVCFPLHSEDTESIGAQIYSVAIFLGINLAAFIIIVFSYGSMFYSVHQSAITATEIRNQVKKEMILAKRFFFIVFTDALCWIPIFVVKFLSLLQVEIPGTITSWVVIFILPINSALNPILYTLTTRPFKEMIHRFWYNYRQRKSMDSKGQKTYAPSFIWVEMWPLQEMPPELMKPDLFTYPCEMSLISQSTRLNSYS
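HEK293T cells stably expressing RXFP1 were pretreated with the PDE4 inhibitor Ro 20174, exposed to compounds for 30 min at 37C, lysed, and cAMP was read by TR-FRET. Data normalized to buffer (basal) and 29 nM porcine relaxin (100%).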
Glioma ERSR ind: qHTS for Inducers of the Endoplasmic Reticulum Stress Response (ERSR) in Human Glioma: qHTS; U87-MG GRP78 promoter luciferase reporter, 16 h; Potency, µM, without a hit: at the highest dose activation, usual class: activators; 420,000 compounds, 0.02% hits; AID 602332, 2012; further: potency means the concentration at half of the fitted maximal effect; series mostly up to about 76 µM; % of control where 0% means no effect; nearly all actives have a fitted effect of over 35% in size
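Stably transfected U87-MG glioma cells carrying a GRP78-based luciferase sensor; 16 h compound incubation. Luminescence end-point read 10 min after Bright-Glo addition at room temperature.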
Vif-A3F inh: qHTS for Inhibitors of Vif-A3F Interactions: qHTS; AID 602313, 2012; 390,000 compounds, 0.2% hits; Potency, µM (titrated, usually from 46.1 µM), without a hit: at the top dose activity, negative = active; HeLa A3F-eYFP + Vif (tagged APOBEC3F with the HIV-1 protein that degrades it), YFP fluorescence increase; further: potency means the concentration at half of the fitted maximal effect; % of control where 0% means no effect; nearly all actives have a fitted effect of over 65% in size
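HeLa cells stably expressing Vif plus C-terminally eYFP-tagged A3F were seeded, incubated overnight at 37 deg C, dosed with compound, incubated overnight again at 37 deg C. Yellow fluorescence (Ex 488/Em 500-530) reported blocked Vif-mediated A3F-eYFP degradation.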
PI4K2A block: qHTS for small molecular inhibitors of PI4K2A. purified PI4K2A, ADP-Glo luminescence, 1 h; stronger effect = lower value. activity change, negative = inhibition, % at 76.9 µM. 420,000 compounds, 0.13% hits. AID 1346378, 2018; in the data active means activity change below about -50%; inconclusive means mostly about -30% to -49%;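 further: -100% = wells without enzyme as full effect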
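In this quantitative HTS, ADP production by PI4K2A was quantified luminescently after 1 h at ambient temperature; 100 microM adenosine served as plate-quality control.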
* = called active by the depositor; ? = inconclusive; . = no result given; [ ] = another dose, or the depositor's remark. Unless noted, the call rests on the fitted dose curve; in most records, active means well fitted curve in the direction sought with a large enough effect; inconclusive means small, poorly fitted or top-dose-only effect, or another doubt; inactive means no such curve, though single readings can be large; an effect the other way counts as inactive or inconclusive. Some of the compounds tested; count on the stated rates, not on these rows.

SMILES	USP1-UAF1 inh	Vif-APOBEC3G blk	LDHA inh	TrxR1 substrate	IDH1 R132H inh	RXFP1 agonist	Glioma ERSR ind	Vif-A3F inh	PI4K2A block
CN(C)c1cccc(C(=O)NCc2ccc3c(c2)OCO3)c1	-11%	-1%	2	6%	-3%	0.7%	2%	-4%	0
CCN(CC)S(=O)(=O)c1ccc(C(=O)Nc2nnc(COC)o2)cc1	-11%	-1%	-1	-3%	-13%	1.0%	-2%	6%	0
CC(=O)c1ccc([N+](=O)[O-])c(CS(=O)(=O)c2ccccc2)c1	-11%	-5%	0	0%	5%	3.3%	-1%	3%	-2
ClC1(Cl)CC1CSc1nc2ccccc2[nH]1 (centres undefined)	-14%	-1%	-12	-8%	-11%	2.1%	2%	-5%	1
Cc1ccc(NC(=O)N2CCN(c3ccc(Cl)c(Cl)c3)CC2)cc1	-23%	.	2	0%	.	0.4%	.	.	-1
CC(=O)OC(C(=O)NCS(=O)(=O)c1ccc(C)cc1)c1cccnc1 (centres undefined)	-8%	-5%	-1	6%	11%	0.8%	-3%	0%	-3
CCc1ccc(NC(=O)c2noc3c2CCC3)cc1	-10%	-5%	1	-11%	3%	0.6%	-4%	-2%	-5
Cc1nn(Cc2c(Cl)cccc2Cl)c(Cl)c1/C=C/C(=O)OCC(=O)NCC(F)(F)F	-16%	1%	-4	3%[57.1 µM]	-2%	-2.9%	0%	-12%	-4
CNS(=O)(=O)c1cccc(C(=O)OCC(=O)N2CC(C)OC(C)C2)c1 (centres undefined)	-23%	3%	-3	5%	-3%	1.7%	-1%	-1%	9
CCCS(=O)(=O)c1nc(S(=O)(=O)c2ccc(C)cc2)c(NCc2ccccc2Cl)s1	?	.	-11	-5%	.	-3.5%	.	.	-10
COc1ccc(OC)c(NC(=O)CN2C(=O)CC(C)Sc3ccccc32)c1 (centres undefined)	-29%	-2%	-1	2%	3%	2.0%	-1%	-1%	-2
O=C(NC(C(=O)c1ccccc1)N1CCCCC1)c1ccccc1 (centres undefined)	-8%	1%	-5	8%[57.1 µM]	-1%	0.5%	-6%	2%	-3
CC(C)c1nc2oc3c(=O)[nH]cnc3c2c2c1COC(C)(C)C2	-13%	2%	-1	64%[activator]	4%	17%	-2%	-7%	-5
CCC1CCCCN1S(=O)(=O)c1ccc(NC(=O)C2CCN(C(=O)c3ccco3)CC2)cc1 (centres undefined)	-21%	-1%	-2	5%[57.1 µM]	2%	1.8%	-4%	-5%	-1
COc1ccc(N2CCN(c3oc(/C=C/c4ccccc4OC)nc3C#N)CC2)cc1	-18%	.	-1	9%	.	-0.2%	.	.	2
COc1ccc(C(=O)Nc2cccc(S(C)(=O)=O)c2)cc1	-8%	0%	-4	-4%	5%	1.3%	-2%	0%	1
O=C1C2CCCCC2C(=O)N1c1ccc(NC2CCCCC2)c([N+](=O)[O-])c1 (centres undefined)	-10%	-34%	-6	-9%	5%	1.9%	-2%	-1%	2
Cc1ccc(Cn2cnc3ccccc32)cc1	-17%	-1%	-7	1%	-4%	0.3%	-2%	4%	1
N#CCC(=O)N/N=C/c1ccc(SCC(=O)Nc2ccccc2)o1	-22%	0%	1	-2%	4%	-1.4%	-1%	-2%	-7
O=c1nc2ccccc2c2n1CC(CN1CCN(Cc3ccccc3)CC1)N2 (centres undefined)	-20%	0%	-1	-7%	-2%	3.7%	3%	.	1
COc1ccc(S(=O)(=O)N=C2C=C(C)C(=O)C(C)=C2)cc1	3%	2%	21	6%	4%	2.7%	-7%	1%	-4
O=C(Cc1ccccc1)Nc1nc2ccccc2s1	-1%	-8%	-8	-12%	6%	-1.2%	0%	8%	-5
CCn1cc(C(=O)NCCc2ccc(C)cc2)c(=O)c2cc(S(=O)(=O)N3CCc4ccccc4C3)ccc21	-27%	-2%	5	2%	0%	4.5%	0%	3%	2
Cc1ccc(N(C(C)C(=O)O)S(=O)(=O)c2c(C)n[nH]c2C)cc1 (centres undefined)	0%	-1%	-9	-14%	1%	1.2%	-1%	6%	-3
CCc1ccc(CNC(=O)C2CCCN(c3nn4cc(-c5ccc(F)cc5)nc4s3)C2)cc1 (centres undefined)	-4%	-16%	1	-6%	1%	5.0%	-6%	-27%	3
COc1ccc(-c2cc(=O)oc3cc(OC(C)C(=O)Nc4ccc(CN5CCOCC5)cc4)ccc23)cc1 (centres undefined)	-19%	1%	-3	-8%	-9%	-0.1%	3%	-5%	-4
COc1ccc(C(CC(=O)Nc2cc(OC)c(OC)c(OC)c2)N2Cc3ccccc3C2=O)cc1 (centres undefined)	6%	0%	29	-5%	49%[activator]	0.0%	0%	-1%	-2
COc1ccc(Nc2nc3ccccc3c(=O)s2)c(OC)c1	-7%	-3%	-3	-4%	3%	-0.2%	-6%	-3%	-5
Cc1ccc(OCC(=O)Nc2cccc(C(=O)OCc3cc(=O)n4cc(C)sc4n3)c2)cc1	-15%	-5%	1	1%[57.1 µM]	11%	25%	-1%	-13%	-1
O=C(NCc1cccnc1)C1CCC(CNS(=O)(=O)c2ccc(Cl)cc2)CC1 (centres undefined)	-8%	0%	-10	7%[57.1 µM]	-2%	0.2%	-3%	8%	-3

Three entries already listed, sorted by number of heavy atoms, largest number first.
SMILES	USP1-UAF1 inh	Vif-APOBEC3G blk	LDHA inh	TrxR1 substrate	IDH1 R132H inh	RXFP1 agonist	Glioma ERSR ind	Vif-A3F inh	PI4K2A block
COc1ccc(-c2cc(=O)oc3cc(OC(C)C(=O)Nc4ccc(CN5CCOCC5)cc4)ccc23)cc1 (centres undefined)	-19%	1%	-3	-8%	-9%	-0.1%	3%	-5%	-4
COc1ccc(Nc2nc3ccccc3c(=O)s2)c(OC)c1	-7%	-3%	-3	-4%	3%	-0.2%	-6%	-3%	-5
O=C(Cc1ccccc1)Nc1nc2ccccc2s1	-1%	-8%	-8	-12%	6%	-1.2%	0%	8%	-5

(continued)
SMILES	USP1-UAF1 inh	Vif-APOBEC3G blk	LDHA inh	TrxR1 substrate	IDH1 R132H inh	RXFP1 agonist	Glioma ERSR ind	Vif-A3F inh	PI4K2A block
COCCNC(=O)CCc1c(C)nc2nc(-c3cc(OC)cc(OC)c3)nn2c1C	-7%	-2%	-2	5%	1%	3.3%	-4%	-1%	-2
COc1ccc(C(CNC(=O)c2cccc(S(=O)(=O)N3CCCC3)c2)N2CCCC2)cc1 (centres undefined)	-19%	-1%	-6	5%	-4%	1.8%	-1%	2%	1
Cc1ccc(CSCCNC(=O)c2ccc(N(C)S(=O)(=O)c3ccccc3)cc2)cc1	-2%	0%	1	-11%	3%	-0.4%	-2%	10%	-14
O=C(NC(Cc1ccccc1)C(=O)O)c1ccc(S(=O)(=O)N2CCOCC2)cc1 (centres undefined)	-4%	0%	-3	5%	2%	1.6%	-2%	-2%	0
CCc1ccc2[nH]c(C(=O)Nc3ccc(F)cc3Br)cc2c1	-7%	1%	-6	12%[57.1 µM]	-3%	26%	-1%	6%	-3
Cc1ccc(C(=O)CN(CCC(=O)O)S(=O)(=O)c2ccc([N+](=O)[O-])cc2)cc1	-6%	2%	-3	3%	-3%	-0.5%	1%	-3%	-4
C=CCn1c(-c2cccc3ccccc23)n[nH]c1=S	-19%	0%	0	-4%	-1%	2.0%	-2%	-6%	8
CCCCOc1ccc(C(O)(CC)CCN2CCOCC2)cc1 (centres undefined)	-7%	1%	-6	9%	0%	-0.7%	-4%	0%	3
CC(=O)c1cccc(NC(=O)C2C3C=CC(C3)C2C(=O)O)c1 (centres undefined)	-19%	-1%	-1	2%	15%	0.2%	-6%	-5%	-4
O=S(=O)(c1cc(F)ccc1F)N1CCN(c2ccccn2)CC1	-25%	-6%	-2	5%	0%	-0.2%	1%	-11%	-1
O=c1c2c3c(sc2n2cnnc2n1Cc1ccccc1)CN(Cc1ccccc1)CC3	-15%	0%	-2	-5%	4%	1.1%	-4%	4%	1
Cc1c(-c2ccccc2)n(-c2ccc(Cl)cc2)c2nc3c(c(=O)n(C)c(=O)n3C)n12	-5%	1%	1	4%[57.1 µM]	12%	0.9%	-3%	-4%	-1
CC(C)CN(C(=O)c1ccc(S(=O)(=O)N2CCCC2)cc1)C1CCS(=O)(=O)C1 (centres undefined)	1%	1%	-6	-4%	-2%	0.6%	-3%	4%	-4
O=C(O)c1ccc(CSc2nnc(-c3ccncc3)n2-c2ccc(Cl)cc2)cc1	5%	-1%	-10	2%	1%	-0.4%	-4%	1%	3
CCCc1nc2ccc(Cl)cn2c1Cc1ccc(C)cc1	.	-17%	1	.	.	.	-1%	.	-17
CCOC(=O)c1c(NC(=O)COC(=O)Cn2c(C)nc3ccccc32)sc2c1CCCC2	-17%	-1%	-2	7%	3%	1.9%	0%	4%	0
